SENP1 FRET inh: blocks the human SENP1 SUMO protease catalytic domain | AID 624204 | recombinant SENP1 catalytic domain, CyPet-SUMO1-YPet FRET cleavage | inhibition, % at 10 µM | hit rate 0.21% among 360,000 | Q9P0U3;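 active = inhibition at least 30% at 10 µM, raw YFP signal under a set limit, fluorescence ratio 0.5 to 1.5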;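 also: 0% = enzyme with DMSO and 100% = no enzyme wells; some results filed as inactive read as strong as hits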
Target sequence (Q9P0U3 419-644 limits assumed): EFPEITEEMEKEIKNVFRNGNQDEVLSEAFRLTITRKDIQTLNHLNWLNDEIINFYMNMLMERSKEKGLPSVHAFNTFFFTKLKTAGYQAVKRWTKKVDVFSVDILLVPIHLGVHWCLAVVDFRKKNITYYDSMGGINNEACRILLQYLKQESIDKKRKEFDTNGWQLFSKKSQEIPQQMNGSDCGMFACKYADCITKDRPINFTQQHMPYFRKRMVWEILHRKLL
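Compound: 10 µM single point, 0.5% DMSO; Test system: hSENP1 catalytic domain, recombinant; Timing: 50 min reaction at room temperature; Technique: FRET, CFP and YFP emission; Control set: no-enzyme wells low, DMSO-plus-enzyme wells high control.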
MPTP inh: inhibitors of mitochondrial permeability transition pore | isolated mouse mitochondria, Ca2+ swelling absorbance, 30 min | inhibition, % at 10 µM | hit rate 1.4% among 360,000;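 active = inhibition of 50% or more, scaled per plate between neutral and stimulator controls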;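 also: 0% = DMSO wells given calcium and 100% = 1 mM EGTA wells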
ATG4B inh: inhibitors of human ATG4B cysteine protease | hit rate 0.51% among 340,000 | inhibition, % at 8.33 µM | ATG4B cleavage of LC3-PLA2, NBD-HPC fluorescence, 1 h | AID 504462; in the data active = inhibition above about 40%
GRIN3A LBD mod: NR3A (human) ligand-binding domain modulation; NR3A LBD differential scanning fluorimetry, Tm shift; 0% = protein alone, 100% = glycine-bound protein; Tm shift relative to glycine control, % at 25 µM; hit rate 2.5% among 340,000; AID 1259313;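 active = melting temperature shift of at least 10% of the positive control shift, at one fixed dose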
PfGluPho inh: PfG6PD (Plasmodium falciparum) enzyme inhibition; PfGluPho enzyme, NADPH resazurin-diaphorase fluorescence; inhibition, % at 20 µM; hit rate 0.78% among 350,000; AID 504690;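 active = inhibition reaching at least a set limit at 20 µM in the primary screen, cut at about 59% in these data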;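 also: 0% = DMSO wells with substrate and 100% = DMSO wells lacking glucose-6-phosphate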
SENP8 block: blocks human SENP8 cleavage of Nedd8 substrate. Q96LD8. recombinant SENP8, Nedd8 substrate fluorescence. inhibition, % at 20 µM. hit rate 0.64% among 360,000. AID 602440; in the data active = inhibition mostly above about 40%, no sharp cut-off; inactive = mostly below about 27%
Target sequence (Q96LD8 whole entry, looked up): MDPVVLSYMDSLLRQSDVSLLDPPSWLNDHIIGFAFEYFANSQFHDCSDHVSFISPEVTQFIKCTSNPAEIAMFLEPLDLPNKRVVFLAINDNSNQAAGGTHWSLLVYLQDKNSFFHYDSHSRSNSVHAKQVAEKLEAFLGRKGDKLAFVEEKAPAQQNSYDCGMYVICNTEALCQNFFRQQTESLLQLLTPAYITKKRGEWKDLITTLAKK
hIAP activ: increases human intestinal alkaline phosphatase activity; P09923; purified human IAP, CDP-Star luminescence, 30 min; active compounds read high; 1 = vehicle-only enzyme, 0 = enzyme-free background; activation factor at 10 µM; hit rate 0.16% among 330,000; AID 2524;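 active = activation factor of the enzyme at least 2-fold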; also: the source names both 10 and 20 µM as test concentration; values of inactives mirror those of a sister screen read the other way
Target sequence (P09923 whole entry, looked up): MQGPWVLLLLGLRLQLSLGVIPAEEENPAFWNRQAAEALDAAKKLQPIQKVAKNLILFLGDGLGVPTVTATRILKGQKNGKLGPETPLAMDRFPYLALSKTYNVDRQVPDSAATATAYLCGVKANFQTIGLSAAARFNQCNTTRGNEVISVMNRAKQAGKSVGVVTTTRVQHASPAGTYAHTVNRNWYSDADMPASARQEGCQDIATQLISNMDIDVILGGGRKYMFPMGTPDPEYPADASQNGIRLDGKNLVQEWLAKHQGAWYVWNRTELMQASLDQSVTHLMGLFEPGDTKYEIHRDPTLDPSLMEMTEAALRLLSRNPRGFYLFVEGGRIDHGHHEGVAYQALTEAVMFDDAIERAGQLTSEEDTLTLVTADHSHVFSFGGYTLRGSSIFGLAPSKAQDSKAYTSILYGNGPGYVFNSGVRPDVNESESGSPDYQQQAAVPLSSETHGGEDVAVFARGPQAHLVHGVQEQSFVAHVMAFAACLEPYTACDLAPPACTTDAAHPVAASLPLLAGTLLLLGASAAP
SENP6 inh: blocks the human protease SENP6; Q9GZR1; Recombinant SENP6 catalytic domain, aminoluciferin luminescence; inhibition, % at 10 µM; hit rate 1.8% among 330,000; AID 2599;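 active = inhibition above about 50% at the single tested dose, limit read from the data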;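 also: plate controls were DMSO wells with enzyme for no effect and DMSO wells lacking enzyme for full effect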
The depositor's hits bear a star; / = no result given.

SMILES	SENP1 FRET inh	MPTP inh	ATG4B inh	GRIN3A LBD mod	PfGluPho inh	SENP8 block	hIAP activ	SENP6 inh
CCn1c2ccccc2c2nnc(SCC(=O)c3ccccc3)nc21	-35.0	10.4	-2.9	2.0	17.0	-1.4	1.08	-11.5
COCCNc1nc2nonc2nc1NC(C)c1ccccc1Cl (configuration not stated)	-3.0	74.6*	-5.0	-6.6	-3.7	3.2	0.876	-6.4
COc1ccc([C@H]2N[C@]3(CCCN(CC4CCCCC4)C3=O)[C@H]3C(=O)N(C)C(=O)[C@@H]23)cc1	-0.3	-1.4	/	/	-4.6	2.4	/	/
Nc1ccc(S(=O)(=O)C(F)(F)F)cc1N	-29.9	2.9	-3.3	-0.1	21.2	10.7	1.08	0.8
CCOC(=O)c1sc(-c2ccc(C(F)(F)F)cc2)nc1O	-30.6	-0.8	-1.6	-1.2	-9.3	-87.0	1.12	-25.7
O=C(O)c1cc(O)c2c(c1)C(=O)c1cccc(O)c1C2=O	-19.1	1.9	-3.7	0.0	-29.6	31.0	0.819	1.2
COc1ccc(OC)c(CNS(=O)(=O)c2cn(C)cn2)c1	1.8	-0.8	-8.8	-1.6	11.7	12.3	0.776	-10.8
Cc1cccc(N(CC(=O)NC2CCCCC2)C(=O)Cn2nnc(-c3ccc(C)o3)n2)c1	-3.4	0.2	-1.6	1.2	-2.5	16.1	1.2	-9.0
O=C(O)C1CCN(Cc2ccccn2)CC1	1.8	0.2	-13.9	1.1	-12.5	14.6	0.88	82.9*
Cc1cccnc1NC(=O)C1CCCN(S(=O)(=O)c2ccc3c(c2)oc(=O)n3C)C1 (configuration not stated)	1.9	-2.3	-9.2	0.4	6.4	3.2	1.02	-4.7
COc1cc([N+](=O)[O-])ccc1NC(=S)Nn1cnnc1	1.0	-1.0	-3.4	3.7	38.4	14.6	0.844	-8.6
COCCOCCn1c(/C=C/c2ccccc2)nc2ccccc21	1.1	0.4	-5.5	-1.9	63.0*	-380.6	0.911	74.5*
CC(=O)Nc1cc(-c2ccc(Cl)cc2)[nH]n1	1.2	-0.1	-8.5	0.9	18.9	9.6	1.05	-24.0
O=C(NCc1cccc(Cl)c1)N1CCN(S(=O)(=O)c2ccccc2F)CC1	-1.7	-0.2	23.6	0.5	10.8	5.4	0.923	-7.6
O=C(/C=C/c1ccccc1)Nc1cc(S(=O)(=O)N2CCOCC2)ccc1N1CCOCC1	1.9	0.5	-11.0	0.2	-21.7	6.3	0.816	1.2
Nc1nonc1-n1nnc(C(=O)N/N=C/c2ccc(F)cc2)c1-c1cccs1	1.1	-1.1	1.2	-7.2	-3.4	-29.4	0.776	-1.0
COC(=O)c1nnn(-c2nonc2N)c1CSc1nnc(N)s1	-0.2	0.7	0.4	-2.1	-4.2	5.4	1.05	13.9
CC(C)N(C)C1CCN(S(=O)(=O)c2ccc(-c3ccc(=O)[nH]n3)s2)CC1	-1.1	-2.3	6.0	-4.4	-3.1	6.3	1.02	4.7
COc1ccccc1NC(=O)C1CCCN(S(=O)(=O)c2c(C)noc2C)C1 (configuration not stated)	-1.3	0.1	1.1	-0.2	-5.4	-9.8	1.1	6.9
CN(C(=O)c1ccc(S(=O)(=O)N2CCCC2)cc1)C1CCCCC1	-142.5	-0.2	10.3	-5.6	-7.2	-4.4	0.852	-9.6
Cc1cc(C(=O)N2CCCC(N3CCN(c4cccc(C(F)(F)F)c4)CC3)C2)no1 (configuration not stated)	2.1	-2.6	-6.4	20.4*	2.2	2.8	0.926	13.4
C/C(=N\NC(=O)c1cccc(S(=O)(=O)N2CCOCC2)c1)c1cc2ccccc2o1	-1.9	1.4	-5.0	-0.9	-14.8	-31.4	1.31	-1.7
C/C(=N\NC(=O)c1ccccc1)c1ccc(C)c([N+](=O)[O-])c1	3.0	1.6	-11.8	-2.9	17.9	8.6	0.983	-10.6
C/C(=N\NC(=O)Cn1cc([N+](=O)[O-])cn1)c1ccco1	1.1	-0.3	-5.2	-0.6	12.2	3.0	1.13	-25.5
O=C(CC(C(=O)O)c1cccc(Cl)c1Cl)c1ccccc1 (configuration not stated)	1.9	0.4	4.4	-3.2	-12.9	9.7	0.925	-0.2
Cc1ccccc1CNC(=O)C1CCCN(c2cnccn2)C1 (configuration not stated)	1.1	-1.4	0.1	1.0	-8.2	-348.8	0.991	-4.7
CNC(=O)c1cccc(NC(=O)c2cc(-c3ccccc3)nc3c2cnn3C(C)C)c1	0.4	2.5	-4.2	8.0	26.6	-251.6	0.922	-3.6
CC(C)(C)c1ccccc1NC(=O)c1cc(-c2ccncc2)nc2ccccc12	1.5	-2.5	-8.8	-4.8	7.6	-7.5	1.04	-2.0
COc1ccccc1-c1cn(S(=O)(=O)c2ccc(F)cc2)nc1N	2.3	0.6	-7.4	-1.5	18.5	19.0	1.06	-16.7
Cc1ccc(S(=O)(=O)NNC(=O)NC23CC4CC(CC(C4)C2)C3)cc1	2.4	-2.9	0.7	1.0	-17.4	11.0	0.972	-0.1
CCOC(=O)N1CCN(C(=O)C2CCCN(Cc3nc(-c4ccc(Cl)cc4)oc3C)C2)CC1 (configuration not stated)	0.7	-2.4	0.1	-0.3	-10.7	3.6	0.96	9.6
COc1ccc(C(=O)C2CCCN(C3Cc4ccccc4C3)C2)c(OC)c1 (configuration not stated)	-1.9	0.3	8.7	-1.9	2.6	3.8	0.86	10.0
CCCCOC(=O)Cn1c(=O)c2c(nc3n2CCCCN3c2ccc(C)cc2)n(C)c1=O	2.3	-0.5	-11.2	1.8	14.8	-8.9	0.902	-2.9
O=C(Nc1cccc(Cl)c1)Nc1ccccc1NS(=O)(=O)c1cccs1	4.5	87.7*	-4.6	30.3*	-1.5	12.2	0.827	-3.5
Cc1ccccc1NC(=O)CCC(=O)N/N=C/c1cc([N+](=O)[O-])ccc1O	14.9	22.7	-7.7	-3.5	-9.3	7.8	1.3	-6.6
COc1ccc(C2=Nc3ccc(Br)cc3C(c3ccccc3)N2CC(=O)NN)cc1 (configuration not stated)	0.1	-0.1	6.2	-3.8	14.4	5.1	0.794	-4.9
O=C(CCNC(=O)c1ccccc1Cl)Nc1ccncc1	1.8	-0.6	3.7	-0.6	-14.8	0.5	1.05	-2.8
O=C(Cc1c(F)cccc1Cl)Nc1ccccn1	1.0	-0.3	-5.9	2.9	20.6	8.1	0.841	17.5
CCOc1ccc(S(=O)(=O)N2CCC(C(=O)NCc3ccccc3CN3CCCC3)CC2)cc1	-0.5	-3.4	1.4	-1.2	-2.8	2.3	0.812	3.9
N#Cc1nc(Cc2ccccc2)oc1N1CCC(Cc2ccccc2)CC1	-6.5	4.5	-4.5	1.4	-8.7	6.5	1	-32.2
CCN(CC(=O)N1CCOCC1)S(=O)(=O)c1ccccc1	3.0	0.7	9.8	0.2	-3.4	12.1	1.01	-9.6
Cc1onc(-c2c(Cl)cccc2Cl)c1C(=O)N1CCN(c2ccc(F)cc2)CC1	2.3	0.3	-12.7	-4.5	7.6	9.8	0.965	29.1
COc1ccc(CN(C)C(=O)C23CC4CC(CC(Cl)(C4)C2)C3)c(OC)c1OC	-2.0	-0.4	0.2	-4.6	0.3	6.7	1.07	7.5
COc1ccccc1OCCNC(=O)c1cc(SC)ccc1Cl	1.1	0.5	-4.0	-2.8	17.4	10.9	1.04	5.5
O=C(CSc1n[nH]c(=O)n1Cc1ccccc1)Nc1ccc(F)c(F)c1F	-1.9	0.6	-8.5	2.5	7.8	-1.8	0.887	-14.2
O=C(CC1C(=O)NCCN1Cc1c(F)cccc1Cl)NCc1ccccc1 (configuration not stated)	-3.3	-2.6	22.3	-1.9	-19.7	-17.6	1.1	-9.8
CCCOc1ccccc1-c1nc(SCCC(=O)O)n[nH]1	24.0	-0.1	-1.1	1.3	0.3	3.4	1.04	-14.2
O=C(NCCN1CCOCC1)c1cc(=O)[nH]c2ccc(Br)cc12	-1.1	0.0	1.0	0.7	-16.2	1.8	1.09	-6.6
Cc1oc(-c2cccs2)nc1CN1CCC(C(=O)N2CCCC2)CC1	-10.8	-1.0	17.9	-1.9	5.5	-41.9	0.951	-6.5
COCCCNC(=O)c1ccc2c(c1)ncn2-c1ccc(C)cc1C	-1.6	0.6	3.7	-0.3	-6.2	5.8	1.09	-0.7
CCOC(=O)COc1ccc2c3c(c(=O)oc2c1)CCCC3	-0.5	-0.5	-3.0	-3.0	10.2	-182.1	1.22	-22.1
CCOc1cc(C(=O)NCc2nnc(SCC(=O)OC)n2C)cc(OCC)c1OCC	-0.7	-1.3	1.7	-1.1	-7.8	0.6	0.968	-1.4
CCc1nnc(NS(=O)(=O)c2ccc(N/C=C/C(=O)c3ccc(OC)cc3)cc2)s1	-104.5	-1.1	-3.3	-4.9	-25.6	-321.0	1.05	-16.4
COc1cc(C)cc(C(=O)C=Cc2ccccc2)c1O	-0.3	-1.7	-4.4	16.9*	5.0	-231.5	/	/
CC(Cc1cnccn1)NC(=O)c1cc(COc2ccc(F)cc2F)on1 (configuration not stated)	1.8	-1.1	23.2	0.1	7.8	11.3	1.17	7.3
CCOC(=O)c1nc(N)c(=O)n(-c2ccccc2)n1	-0.8	-1.5	2.0	0.6	-2.8	12.8	1.03	3.1
COc1ccc(C(=O)NC(=S)NNC(=O)c2ccccc2O)cc1	0.7	3.4	3.9	-2.3	-41.4	16.1	2.34*	17.4
Cc1ccc(NC(=O)CCC(=O)N2CCOCC2)nc1	0.3	-1.3	0.5	1.3	11.2	12.3	1.08	-12.4

By substructure: those above containing fluorine.
SMILES	SENP1 FRET inh	MPTP inh	ATG4B inh	GRIN3A LBD mod	PfGluPho inh	SENP8 block	hIAP activ	SENP6 inh
Nc1ccc(S(=O)(=O)C(F)(F)F)cc1N	-29.9	2.9	-3.3	-0.1	21.2	10.7	1.08	0.8
CCOC(=O)c1sc(-c2ccc(C(F)(F)F)cc2)nc1O	-30.6	-0.8	-1.6	-1.2	-9.3	-87.0	1.12	-25.7
O=C(NCc1cccc(Cl)c1)N1CCN(S(=O)(=O)c2ccccc2F)CC1	-1.7	-0.2	23.6	0.5	10.8	5.4	0.923	-7.6
Nc1nonc1-n1nnc(C(=O)N/N=C/c2ccc(F)cc2)c1-c1cccs1	1.1	-1.1	1.2	-7.2	-3.4	-29.4	0.776	-1.0
Cc1cc(C(=O)N2CCCC(N3CCN(c4cccc(C(F)(F)F)c4)CC3)C2)no1 (configuration not stated)	2.1	-2.6	-6.4	20.4*	2.2	2.8	0.926	13.4
COc1ccccc1-c1cn(S(=O)(=O)c2ccc(F)cc2)nc1N	2.3	0.6	-7.4	-1.5	18.5	19.0	1.06	-16.7
O=C(Cc1c(F)cccc1Cl)Nc1ccccn1	1.0	-0.3	-5.9	2.9	20.6	8.1	0.841	17.5
Cc1onc(-c2c(Cl)cccc2Cl)c1C(=O)N1CCN(c2ccc(F)cc2)CC1	2.3	0.3	-12.7	-4.5	7.6	9.8	0.965	29.1
O=C(CSc1n[nH]c(=O)n1Cc1ccccc1)Nc1ccc(F)c(F)c1F	-1.9	0.6	-8.5	2.5	7.8	-1.8	0.887	-14.2
O=C(CC1C(=O)NCCN1Cc1c(F)cccc1Cl)NCc1ccccc1 (configuration not stated)	-3.3	-2.6	22.3	-1.9	-19.7	-17.6	1.1	-9.8
CC(Cc1cnccn1)NC(=O)c1cc(COc2ccc(F)cc2F)on1 (configuration not stated)	1.8	-1.1	23.2	0.1	7.8	11.3	1.17	7.3

Part of the list above in another layout.
Every second line gives: SENP1 FRET inh | MPTP inh | ATG4B inh | GRIN3A LBD mod | PfGluPho inh | SENP8 block | hIAP activ | SENP6 inh
Cc1oc(-c2cccs2)nc1CN1CCC(C(=O)N2CCCC2)CC1
    -10.8 | -1.0 | 17.9 | -1.9 | 5.5 | -41.9 | 0.951 | -6.5
COCCCNC(=O)c1ccc2c(c1)ncn2-c1ccc(C)cc1C
    -1.6 | 0.6 | 3.7 | -0.3 | -6.2 | 5.8 | 1.09 | -0.7
